Screening data (PubChem BioAssay)
Cardiac RTF inh – cardiac RTF calcium sensitivity inhibitors, primary screen, biochemical, IANBD-TnC fluorescence, EC70 calcium; IANBD-labeled cardiac RTF, Ca2+ fluorescence; AID 493244, 2011; Troponin I, cardiac muscle (Homo sapiens) + Troponin T, cardiac muscle (Homo sapiens) + …; 340,000 compounds, 0.12% hits; inhibition, % at 7.15 µM;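 active = inhibition above the mean inhibition of all tested compounds plus 3 SD, cut at about 17% in these data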;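 also: assay run at fixed EC70 calcium of 1.6 mM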
CAL PDZ FP-1 – untagged CAL PDZ binding inhibitors, primary screen, biochemical, fluorescence polarization, HTS. Golgi-associated PDZ and coiled-coil motif-containing protein (Homo sapiens), Q9HD26. AID 602252, 2012. purified CAL PDZ, TMR-peptide fluorescence polarization, 1 h. inhibition, % at 24.9 µM. 300,000 compounds, 0.92% hits;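 active = mean inhibition of at least 30% with at least half of replicates also reaching 30%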;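 also: 0% = DMSO neutral control and 100% = excess unlabeled competitor peptide PRC23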
Keap1-Nrf2 PPI – Keap1-Nrf2 protein-protein interaction inhibitors, primary screen, biochemical, fluorescence polarization, single point. Keap1 Kelch-Nrf2 peptide fluorescence polarization, 1536-well. Kelch-like ECH-associated protein 1 (Homo sapiens), Q14145. 340,000 compounds, 0.15% hits. AID 504523, 2011. inhibition, % at 9.4 µM; in the data active = inhibition above about 12%;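 also: human Keap1 Kelch domain with fluorescein labeled Nrf2 9mer peptide probe; 0% = neutral control wells and 100% = peptide positive control; higher means more block of Keap1 binding to Nrf2 peptide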
DAGLB inhibitor – DAGLB lipase inhibitors, primary screen, biochemical, fluorescence, HTS; HEK293T DAGLB membrane lysate, EnzChek fluorogenic substrate; 340,000 compounds, 0.059% hits; inhibition, % at 5.17 µM; in the data active = inhibition above about 34%;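 also: 0% = enzyme with vehicle and 100% = wells lacking enzyme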
Target sequence (Q8NCG7 whole entry, looked up): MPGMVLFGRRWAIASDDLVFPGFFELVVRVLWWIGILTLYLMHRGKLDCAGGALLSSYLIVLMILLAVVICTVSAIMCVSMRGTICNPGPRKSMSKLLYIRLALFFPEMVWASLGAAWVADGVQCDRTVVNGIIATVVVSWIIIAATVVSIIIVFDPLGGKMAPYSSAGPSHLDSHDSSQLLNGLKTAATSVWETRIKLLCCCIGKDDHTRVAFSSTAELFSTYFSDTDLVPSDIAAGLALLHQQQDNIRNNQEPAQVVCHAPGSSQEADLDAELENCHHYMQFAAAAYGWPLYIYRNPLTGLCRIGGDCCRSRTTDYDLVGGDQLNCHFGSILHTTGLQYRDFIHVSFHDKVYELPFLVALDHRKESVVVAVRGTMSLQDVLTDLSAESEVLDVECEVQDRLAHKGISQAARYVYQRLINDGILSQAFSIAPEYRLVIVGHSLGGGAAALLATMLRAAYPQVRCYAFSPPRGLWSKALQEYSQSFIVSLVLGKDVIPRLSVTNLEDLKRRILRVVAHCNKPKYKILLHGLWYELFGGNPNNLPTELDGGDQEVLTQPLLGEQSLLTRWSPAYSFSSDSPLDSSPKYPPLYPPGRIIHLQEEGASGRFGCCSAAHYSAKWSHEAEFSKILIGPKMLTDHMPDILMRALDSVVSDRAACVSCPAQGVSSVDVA
Rtt109 Vps75 – inhibitors of C. albicans Rtt109/Vps75 HAT, primary screen, biochemical, ThioGlo CoA-SH fluorescence, plate reader; Histone acetyltransferase RTT109 (Candida albicans (strain SC5314 / ATCC MYA-2876)), …; purified Rtt109/Vps75, 4 h; inhibition, % at 34.9 µM; 330,000 compounds, 0.16% hits; AID 540336, 2011;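 active = inhibition of at least 50% in every replicate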
PKA-R2B activ – activators of PKA-R2B holoenzyme, primary screen, biochemical, fluorescence polarization, Cy5-IP20, human | cAMP-dependent protein kinase catalytic subunit beta (Homo sapiens) + cAMP-dependent … | PKA-R2B holoenzyme dissociation; R2B truncated from residue 108, S112A mutant; 0% DMSO only, 100% 113 µM cGMP | activation, % at 11.4 µM | 340,000 compounds, 0.079% hits;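 active = activation above a cutoff set at the mean over all compounds plus 3 SD, cut at about 18% in these data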;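 also: higher means more holoenzyme dissociation and a rise in polarization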
Target sequence (P31323 whole entry, looked up, other chains not shown, the tested form may be a part): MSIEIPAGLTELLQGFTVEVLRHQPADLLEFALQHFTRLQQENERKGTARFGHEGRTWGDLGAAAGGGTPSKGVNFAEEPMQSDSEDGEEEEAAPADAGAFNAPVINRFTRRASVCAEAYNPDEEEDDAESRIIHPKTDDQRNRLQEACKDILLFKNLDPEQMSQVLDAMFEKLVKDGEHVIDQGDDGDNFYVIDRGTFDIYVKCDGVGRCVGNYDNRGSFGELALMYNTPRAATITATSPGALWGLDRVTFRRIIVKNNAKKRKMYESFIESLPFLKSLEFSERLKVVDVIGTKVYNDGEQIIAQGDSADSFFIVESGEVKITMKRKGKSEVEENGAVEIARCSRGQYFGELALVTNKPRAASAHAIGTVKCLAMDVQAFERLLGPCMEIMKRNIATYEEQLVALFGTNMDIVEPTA
SR-BI uptake up – activators of SR-BI mediated DiI-HDL uptake, primary screen, ldlA[mSR-BI] CHO cells, DiI fluorescence. activation, % at 12.5 µM. 320,000 compounds, 0.096% hits. AID 504775, 2011. 3 h; 100 = double the neutral-control signal;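 active = mean replicate activation of at least 60% and every replicate at or above 60%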;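 also: 0% = median plate neutral-control signal and 100% = twice that signal; values of inactives mirror those of a sister screen read the other way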
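Test system: SR-BI-overexpressing, LDLR-lacking CHO cells; Also added: labelled HDL, 10 µg/mL; Measured by: bottom-read cell fluorescence after medium removal, ex 550/em 595 nm; Timing: 3 h uptake period with compound, 37 °C; Buffer or medium: F12, 0.5% BSA, 25 mM HEPES; Doses: single compound concentration, delivered by pin transfer.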
CAL PDZ FP-2 – CAL PDZ peptide-binding inhibitors, primary screen, biochemical, fluorescence polarization, Cer-tagged CAL PDZ, HTS | purified CAL PDZ, TMR-peptide fluorescence polarization, 1 h | Golgi-associated PDZ and coiled-coil motif-containing protein (Homo sapiens), Q9HD26 | 330,000 compounds, 0.02% hits | inhibition, % at 20 µM | AID 504414, 2011;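 active = highest replicate inhibition of at least 40%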;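 also: plate controls were DMSO neutral control wells for no effect and unlabeled competitor peptide control wells for full effect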
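Read-out basis: mP drop reported as inhibition | Assay system: Tagged CAL PDZ protein CerCALP, purified | Benchmarks: Unlabelled peptide for full inhibition, DMSO wells as neutral | Schedule: 1 h incubation at room temperature before polarization reading | Buffer or medium: Sodium phosphate/NaCl buffer pH 7.4 with TCEP, IgG, Thesit | Doses: Single point, 20 µM | Measured by: Fluorescence polarization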
C-LANA FP – inhibitors of KSHV C-LANA binding to DNA, primary screen, biochemical, fluorescence polarization, FAM-LBS DNA, MBP-C-LANA, single point | Kaposi's sarcoma herpesvirus LANA C-terminal domain (residues 932-1162) DNA binding | inhibition, % at 9 µM | 340,000 compounds, 0.078% hits;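 active = highest replicate inhibition at or above 60% at 9 µM, even if other replicates fall short; inactive = all replicates below 60% inhibition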;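 also: 0% = neutral control wells and 100% = 4 µM acridine orange control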
RTF Ca sens act – cardiac RTF calcium sensitivity activators, primary screen, biochemical, IANBD-TnC fluorescence, EC20 calcium | Troponin I, cardiac muscle (Homo sapiens) + Troponin T, cardiac muscle (Homo sapiens) + … | IANBD-labeled TnC RTF fluorescence at EC20 calcium; 0% EC20 calcium, 100% full calcium | activation, % at 7.2 µM | 340,000 compounds, 0.24% hits;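 active = activation above the mean over all tested compounds plus 3 SD, cut at about 30% in these data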;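 also: rise in fluorescence read as greater calcium sensitivity of cardiac thin filaments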
* = called active by the depositor; / = not tested or not shown.

SMILES	Cardiac RTF inh	CAL PDZ FP-1	Keap1-Nrf2 PPI	DAGLB inhibitor	Rtt109 Vps75	PKA-R2B activ	SR-BI uptake up	CAL PDZ FP-2	C-LANA FP	RTF Ca sens act
Cc1cc(C)c2oc(C(=O)N(Cc3ccccc3)c3ccccn3)cc(=O)c2c1	-1	-5	-7	-3	-1	1	-2	-0.4	-0.2	-4
Cc1nc(Nc2ccccc2F)c2nnn(Cc3ccccc3Cl)c2n1	-1	/	-4	-8	-2	-6	-19	-4.3	0.5	2
CC(=O)c1ccc(Nc2cc(C)nc3ccccc23)cc1	-9	/	-4	0	6	4	4	-2.4	0.6	8
CCCCn1c(SCC(=O)NCc2ccco2)nnc1-c1ccoc1C	-8	-3	-3	3	40	-10	-10	-2.2	3.0	-3
Cn1c(=O)c(C(=O)c2ccc(S(C)(=O)=O)c(Cl)c2Cl)c(O)c2ccccc21	-4	/	-3	3	-6	-9	9	-1.4	-1.2	2
CCOC(=O)N1CCN(Cc2nnc(-c3ccccc3C)o2)CC1	1	-2	0	-6	2	1	11	-1.4	-0.4	1
Cc1ccccc1Nc1nc2ccccc2s1	-2	-3	-1	2	7	3	-43	-2.1	-2.6	2
Nc1nc(NCc2ccco2)nc(N2CCOCC2)c1[N+](=O)[O-]	-3	-5	0	2	0	10	4	-0.3	1.7	2
Cc1ccc(Cn2ncc3c(N4CCCC4)ncnc32)cc1	-2	-3	-4	3	3	-12	-10	-0.4	-0.4	-6
Cc1cc(C)c(-c2c(O)c3c(n(C)c2=O)CC(C)(C)CC3=O)c(C)c1	-7	-2	-3	-3	3	7	-14	0.9	0.6	-1
COc1ccccc1C(=O)NC(CCSC)C(=O)NCC(c1cccs1)N(C)C (stereo unspecified)	-3	-4	-1	1	-5	-8	11	-1.9	-0.8	-8
CCOP(=O)(OCC)C(NC(C)=O)C(=O)c1ccccc1 (stereo unspecified)	-1	1	-4	-3	-8	-4	7	0.5	1.6	3
O=C(Nc1ccc(C(=O)NCCCN2CCCCC2)cc1)C1=CSCCO1	-14	-6	-10	-3	-8	-1	24	-1.9	-0.5	-1
COc1ccc(CCC(=O)N2CCN(S(=O)(=O)c3cccc(C(F)(F)F)c3)CC2)cc1OC	10	-4	6	1	7	6	-13	-0.4	-0.7	-4
O=C(CCCNC(=O)c1ccc(Cl)cc1)Nc1ccc(Br)cc1	11	-2	-3	-4	7	-8	/	-1.5	2.9	-3
COc1ccc(-c2cc(CNS(=O)(=O)c3cc(OC)ccc3OC)on2)cc1	-1	2	-3	-3	-9	5	13	-2.3	-0.2	3
COc1ccc(CNC(=O)CNS(=O)(=O)c2ccc(Cl)cc2)cc1	3	3	0	-1	-1	0	8	2.7	-3.5	5
CCOC(=O)N1CCC(N2C(=O)c3ccc(C(=O)NCc4ccco4)cc3C2=O)CC1	1	/	-3	1	1	-3	6	-1.1	0.4	2
Nc1nc(/C=C/c2cccnc2)nc(-c2ccccc2O)n1	-4	0	4	-4	-3	-2	-26	-4.0	-1.0	7
C=CCSc1nnc(-c2nnc(SCC=C)n2-c2ccccc2)n1-c1ccccc1	0	-3	-2	0	4	3	19	-2.2	-0.3	8

A run of entries of the results above:
SMILES	Cardiac RTF inh	CAL PDZ FP-1	Keap1-Nrf2 PPI	DAGLB inhibitor	Rtt109 Vps75	PKA-R2B activ	SR-BI uptake up	CAL PDZ FP-2	C-LANA FP	RTF Ca sens act
O=C(Nc1ccc(C(=O)NCCCN2CCCCC2)cc1)C1=CSCCO1	-14	-6	-10	-3	-8	-1	24	-1.9	-0.5	-1
COc1ccc(CCC(=O)N2CCN(S(=O)(=O)c3cccc(C(F)(F)F)c3)CC2)cc1OC	10	-4	6	1	7	6	-13	-0.4	-0.7	-4
O=C(CCCNC(=O)c1ccc(Cl)cc1)Nc1ccc(Br)cc1	11	-2	-3	-4	7	-8	/	-1.5	2.9	-3
COc1ccc(-c2cc(CNS(=O)(=O)c3cc(OC)ccc3OC)on2)cc1	-1	2	-3	-3	-9	5	13	-2.3	-0.2	3
COc1ccc(CNC(=O)CNS(=O)(=O)c2ccc(Cl)cc2)cc1	3	3	0	-1	-1	0	8	2.7	-3.5	5
CCOC(=O)N1CCC(N2C(=O)c3ccc(C(=O)NCc4ccco4)cc3C2=O)CC1	1	/	-3	1	1	-3	6	-1.1	0.4	2
Nc1nc(/C=C/c2cccnc2)nc(-c2ccccc2O)n1	-4	0	4	-4	-3	-2	-26	-4.0	-1.0	7
C=CCSc1nnc(-c2nnc(SCC=C)n2-c2ccccc2)n1-c1ccccc1	0	-3	-2	0	4	3	19	-2.2	-0.3	8

The listing continues:
SMILES	Cardiac RTF inh	CAL PDZ FP-1	Keap1-Nrf2 PPI	DAGLB inhibitor	Rtt109 Vps75	PKA-R2B activ	SR-BI uptake up	CAL PDZ FP-2	C-LANA FP	RTF Ca sens act
COc1ccc2nc(/C=N/NC(=O)CCNC(=O)OC(C)(C)C)ccc2c1	-4	2	2	-1	30	-6	-10	-1.0	0.8	12
O=C(NNC(=O)C1CC1)c1ccc(F)cc1F	1	-6	0	1	3	0	21	0.5	2.0	2
CC(=O)N1C(Nc2ccc(Cl)cc2)CCN1c1ccccc1 (stereo unspecified)	1	9	1	-1	-15	0	-9	-1.3	1.5	-4
COc1ccc(CNC(=O)c2cc3ccccc3oc2=O)cc1	-4	-7	-1	-5	-3	6	22	/	-2.6	4
O=C(N[C@@H]1C/C=C\C[C@@H](CC(=O)N(CCO)Cc2ccccc2)C(=O)NC[C@H](c2ccccc2)OC1=O)OCC1c2ccccc2-c2ccccc21	6	-1	-2	4	3	-3	-53	0.3	2.0	5
COc1cccc(/C=N/NC(=O)CNC(=O)C2COc3ccccc3O2)c1O (stereo unspecified)	-3	5	-5	4	0	6	31	-0.7	0.4	2
COC(=O)c1ccc(/C=C2/SC(=S)N(CCC(=O)N3CCOCC3)C2=O)cc1	-5	-4	-4	0	10	-9	12	-1.7	0.3	-4
COc1cc(OC)c(C=CC(=O)c2ccccc2O)c(OC)c1	-2	-3	-6	-12	0	-11	-73	-1.0	0.9	13
O=c1cnnc(N/N=C/C2CC=CCC2)[nH]1 (stereo unspecified)	-6	4	-3	1	-4	12	18	-0.7	-1.0	-3
COc1ccc2c(c1)c1ncn(Cc3ccco3)c(=O)c1n2C	-1	-1	0	3	2	5	-25	-2.3	-1.7	4
Cc1cc(C)c2oc(C(=O)Nc3ccc(S(=O)(=O)N4CCC(C)CC4)cc3)cc(=O)c2c1	9	0	1	-3	-1	-1	-60	-1.7	1.6	-3
Cc1cc(C)cc(COc2ccc3c(C)c(CC(=O)O)c(=O)oc3c2C)c1	0	-7	-4	-4	2	-7	18	-2.9	-3.1	-2
CCN(CC)CC(C)OC(=O)c1ccccc1Cl (stereo unspecified)	-1	-4	-3	-8	-4	-5	19	-0.2	3.5	1
CSC(=S)NCc1cccnc1	-14	1	3	0	19	-9	15	-2.8	-1.5	2
Cc1cc(-n2cnnn2)cc(C)c1S(=O)(=O)N(C)c1ccccc1	-5	-3	-7	1	-14	-8	/	-1.2	0.0	0
CCn1c(SC(C)C(=O)N2CCOCC2)nc2sc(C)c(C)c2c1=O (stereo unspecified)	5	-3	-4	0	3	3	1	-1.6	-0.6	-1
COc1ccc([C@H]2CC(=O)C=C(c3ccc(Cl)cc3C)C2)cc1	-3	1	-4	-10	3	-4	-26	0.5	-1.4	7
CCCc1cc(C(F)(F)F)c(C#N)c(=O)[nH]1	-2	1	1	-5	-22	-3	8	-4.5	-0.2	-6
Cc1ccc(Cn2c(=N)n(CC(=O)c3ccccc3)c3ccccc32)cc1	-2	-5	1	-1	/	-1	-3	0.4	0.1	-6
CC(=O)N1CCN(Cc2nc3cc(Cl)ccc3c(=O)[nH]2)CC1	-10	1	-5	-1	-1	-8	5	-0.1	-0.5	4
Oc1ccc(C23CC4CC(CC(C4)C2)C3)cc1O	7	-5	-11	1	13	-11	-23	-1.5	-0.7	-3
CC1(C)Cc2c(sc3c2c(=N)n(Cc2ccco2)c(=O)n3Cc2ccccc2)CO1	-4	0	1	-2	-11	3	-13	-1.2	0.8	-1
O=C(Nc1ccc(S(=O)(=O)NC2=NCCCCC2)cc1)c1ccco1	-7	-2	0	0	-5	6	23	-0.8	1.3	-1
O=CN1CCN(C2CC(=O)N(c3ccc4c(c3)OCO4)C2=O)CC1 (stereo unspecified)	7	-1	0	1	32	-13	14	-3.4	0.6	-2
CCn1c(CNC(=O)c2ccccc2)nnc1SCC(=O)N1CCN(c2ccccc2)CC1	6	1	-7	-1	7	8	-6	-0.4	0.5	-1
Cc1cnc(C(=O)N2CCCC(C(=O)c3ccc(C(C)(C)C)cc3)C2)cn1 (stereo unspecified)	-21	-3	-3	-1	7	-16	20	-2.4	0.2	2
C=CCOc1cccc(C2/C(=C(/O)c3ccc(Cl)cc3)C(=O)C(=O)N2CCN2CCOCC2)c1 (stereo unspecified)	-13	-2	-4	2	5	-8	7	-0.2	0.4	7
CCC(C)N(NC(C)=O)c1nc(Cl)nc(NC(C)(C)C)n1 (stereo unspecified)	-1	-6	0	-1	0	-10	30	-0.6	0.9	-5
COc1ccccc1C(=O)OCC(=O)NC(=O)NC1CCCC1	-9	/	0	0	3	7	22	0.7	-0.4	-7
